Bioassay records: PubChem BioAssay, several laboratories
CHT allo act = allosterically activates the human high affinity choline transporter | Q9GZV3 | CHT-expressing cells, membrane potential dye, choline EC20; hits give high values; LV-AA mutant CHT in HEK293 cells | B-score at 10 µM | 310,000 tested, 0.49% active | AID 488977;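 active = initial fluorescence not abnormally high and integrated response B-score, plate-corrected, over 3 SD above library mean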
Target sequence (Q9GZV3 whole entry, looked up): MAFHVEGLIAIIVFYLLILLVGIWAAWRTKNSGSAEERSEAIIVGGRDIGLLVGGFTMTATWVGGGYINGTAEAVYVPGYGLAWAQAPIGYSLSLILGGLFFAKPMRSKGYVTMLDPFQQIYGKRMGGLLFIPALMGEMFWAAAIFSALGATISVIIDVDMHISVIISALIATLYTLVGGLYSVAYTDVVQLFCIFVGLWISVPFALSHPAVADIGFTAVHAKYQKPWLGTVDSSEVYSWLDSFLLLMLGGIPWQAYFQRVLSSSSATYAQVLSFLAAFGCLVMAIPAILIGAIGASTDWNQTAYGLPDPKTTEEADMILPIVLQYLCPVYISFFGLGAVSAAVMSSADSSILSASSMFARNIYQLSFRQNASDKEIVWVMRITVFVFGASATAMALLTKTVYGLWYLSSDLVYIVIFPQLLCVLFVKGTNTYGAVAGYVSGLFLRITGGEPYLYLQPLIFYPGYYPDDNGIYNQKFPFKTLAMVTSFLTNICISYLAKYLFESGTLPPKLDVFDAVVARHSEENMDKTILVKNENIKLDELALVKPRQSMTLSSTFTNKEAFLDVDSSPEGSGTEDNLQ
OX1R antag-1 = blocks the human orexin 1 receptor; O43613; CHO/OX1R cells, Fluo-8 calcium fluorescence, orexin A; 330,000 tested, 0.43% active; inhibition, % at 5 µM; AID 434989;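 active = inhibition above its plate's threshold, mean inhibition of all tested compounds on the plate plus 3 SD, cut at about 37% in these data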;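 note: 0% = orexin A challenge wells and 100% = SB-334867-A antagonist wells; not every result past the cut was called active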
Target sequence (O43613 whole entry, looked up): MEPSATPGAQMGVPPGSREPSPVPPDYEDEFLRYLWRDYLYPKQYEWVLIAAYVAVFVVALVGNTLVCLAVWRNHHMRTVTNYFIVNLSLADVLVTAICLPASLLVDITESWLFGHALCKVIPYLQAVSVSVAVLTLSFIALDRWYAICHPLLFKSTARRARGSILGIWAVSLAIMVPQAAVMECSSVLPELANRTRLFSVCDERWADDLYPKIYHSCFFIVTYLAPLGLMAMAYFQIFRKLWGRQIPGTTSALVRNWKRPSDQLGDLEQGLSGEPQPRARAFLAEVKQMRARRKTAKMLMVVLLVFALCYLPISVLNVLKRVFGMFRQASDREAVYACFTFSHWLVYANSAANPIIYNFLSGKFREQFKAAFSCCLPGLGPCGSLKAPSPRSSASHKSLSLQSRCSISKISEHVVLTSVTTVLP
OX1R antag-2 = blocks the human orexin 1 receptor; O43613; OX1R-expressing cells, FRET antagonist read-out; inhibition, % at 6.6 µM; 330,000 tested, 1.8% active; AID 485270; in the data active = inhibition mostly above about 38%, no sharp cut-off; inactive = mostly below about 40%;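 note: 0% = agonist challenge alone and 100% = reference antagonist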
Numbers without * were called inactive; i = inactive; . = no result given.

structure | OX1R antag-2 | CHT allo act | OX1R antag-1
COc1ccc(-c2cc(=O)oc3cc(OC(=O)C4CCCCC4)c(Cl)cc23)cc1 | 31 | i | -2
C/C(=N\NC(=O)COc1ccc(C(C)(C)C)cc1)c1ccccc1 | 17 | i | -18
CNC(=S)N1CCN(C(c2ccccc2)c2ccccc2)CC1 | 22 | i | -19
CCC(NC(=O)C1CCCC1)c1ccccc1 (stereo unspecified) | 3 | i | 0
Cc1cccc(C)c1NC(=O)C1(N(Cc2ccco2)C(=O)Cn2nnnc2N)CCCCC1 | 5 | i | -8
COc1cccc(/C=N/N2CCN(Cc3ccccc3)CC2)c1O | 21 | i | -10
O=C(NCc1cc2ccccc2[nH]1)c1ccccc1F | -6 | i | -26
CC(=O)c1c(C)[nH]c(C(=O)Nc2cc(S(=O)(=O)N(C)C)ccc2C)c1C | 14 | i | -23
CC1CCCCC1NC(=O)COC(=O)c1ccc2ncsc2c1 (stereo unspecified) | 11 | . | 2
CNC(=O)c1cc(OCC(F)(F)F)ccc1OCC(F)(F)F | 2 | i | -8
N#C/C(=C\c1ccc2c(c1)OCCO2)C(=O)Nc1nccs1 | 9 | i | -12
Cc1c(CCC(=O)O)c(=O)oc2cc(OCc3ccccc3F)ccc12 | 12 | i | 5
Cc1ccc(CNC(=O)C2CCC(=O)N(Cc3ccccc3F)C2)s1 (stereo unspecified) | 0 | i | -26
CCCNC(=O)Nc1ccc(F)c(Cl)c1 | 18 | i | -19
C=CCn1c(SCC(C)=O)nnc1-c1ccc2ncccc2c1 | 1 | i | -33
Cc1ccc(N/C=C(\C#N)c2ccc(OCCCF)cc2)cc1 | 6 | i | -29
CN(C)CCCNC(=S)Nc1ccc(-c2ccccc2)cc1 | 2 | i | -8
CCOc1ccc(C(=O)Nc2nccs2)cc1[N+](=O)[O-] | 8 | i | -15
FC(F)(F)COc1cc(-c2nnc(SCc3ccccc3)n2Cc2ccco2)cc(OCC(F)(F)F)n1 | 22 | 9.2* | -21
Cc1cccc(C)c1OCC(=O)N/N=C/c1cc2c(cc1[N+](=O)[O-])OCO2 | 40 | i | -13
COC(=O)c1ccc(Nc2nc(-c3ccncc3)nc3ccccc23)cc1 | 12 | i | -44
Cc1cccc(N2CCN(C(=O)c3ccc(NS(=O)(=O)c4c(C)noc4C)cc3)CC2)c1C | 24 | i | -13
CCS(=O)(=O)N1CCCC(C(=O)NCCCN(C)Cc2ccccc2)C1 (stereo unspecified) | 5 | i | -12
CCCC1=NN2C(=N)/C(=C\c3ccc(SCc4ccco4)o3)C(=O)N=C2S1 | 0 | i | -1
O=C(Oc1ccc2cc(Br)ccc2c1)c1cccnc1 | 3 | i | -8
Cc1cccn2c(=O)c3cc(C#N)c(=NC(=O)c4cccs4)n(CC(C)C)c3nc12 | 1 | i | -14
O=C(CN1CCN(c2cccc(Cl)c2)CC1)NC1CCCc2ccccc21 (stereo unspecified) | 14 | i | -28
COc1ccc(CNC(=O)Cc2c(C(=O)O)[nH]c3ccccc23)c(OC)c1 | -7 | i | -9
CN(CC(=O)Nc1ccc(F)cc1)C(=O)CN1C(=O)c2ccccc2C1=O | 1 | . | -1
COc1cn(-c2ccccc2)nc1C(=O)NCc1ccc(C)cc1 | 6 | i | -32
O=C(Nc1nnc(SCc2ccc(Cl)cc2)s1)C1CC(=O)N(Cc2ccccc2)C1 (stereo unspecified) | 8 | i | -27
COc1cccc(NC(=S)N(Cc2ccccn2)Cc2ccccc2Cl)c1 | 43 | i | -27
CCC(=O)c1cc(F)c(N2CCN(C(=O)Cc3ccccc3)CC2)cc1C | 54 | i | 9
CC(=O)NS(=O)(=O)c1ccc(NC(=O)COc2ccc(C(=O)c3ccccc3)cc2)cc1 | 11 | i | -60
CCN(C#N)c1nc(N(C)C)nc(N(C)C)n1 | 14 | i | -11
O=C(CN1CCOCC1)Nc1ccccc1C(=O)Nc1ccccc1 | 18 | i | -12
COc1ccc(S(=O)(=O)N2CCCCCC2)cc1C(=O)N1CCCCC1 | 6 | i | -14
CON1C(=O)C(=O)N(OC)C(C)(C)C1C (stereo unspecified) | -1 | i | -1
COc1cccc(NC(=O)COC(=O)c2cc(=O)c3ccccc3o2)c1 | 0 | . | -18
C=C[C@]1(C)C[C@H]1[C@H](NP(=O)(c1ccccc1)c1ccccc1)c1ccccc1 | 32 | i | -21
CN1C(=O)/C(=N\OC(=O)c2ccccc2Cl)c2ccccc21 | 20 | i | 2
O=C(NCc1ccco1)/C(=C\c1cccnc1)NC(=O)c1ccccc1F | 26 | i | -13
CCCC(=O)Nc1cc(C(=O)N(C)CC(OC)OC)ccc1S(=O)(=O)c1ccc(C)cc1 | 6 | i | -13
COc1cc(CN(C(=O)c2cc3ccccc3oc2=O)C2CCS(=O)(=O)C2)cc(OC)c1OC (stereo unspecified) | 16 | i | -1
Cc1nn(CCCC(=O)Nc2ccc(Br)cc2F)c(C)c1[N+](=O)[O-] | 19 | i | -4
CC(C)n1nnnc1SCC(=O)c1ccc2c(c1)OCCO2 | 42 | i | -17
CCn1c(=O)c(=O)[nH]c2cc(C(=O)NC3CCCc4ccccc43)ccc21 (stereo unspecified) | 3 | i | -15
CCCSc1ccc(-c2nn(-c3ccccc3)cc2/C=C(/C#N)C(=O)N2CCOCC2)cc1 | 11 | i | -6
Cc1ccc(C)c(NCC(=O)NNC(=S)Nc2ccccc2)c1 | 18 | i | -7
CC(=O)Nc1ncc2c(n1)CC(c1ccco1)CC2=O (stereo unspecified) | 19 | i | 4
Nc1c(C(=O)Nc2ccc(F)cc2)nnn1-c1cccc(C(F)(F)F)c1 | 20 | i | 3
Cc1ccc(C(=O)CSc2nnc3n2CCCCC3)s1 | 4 | . | 2
Fc1ccc2c(c1)C(c1ccncc1)=NNC(c1ccccc1)=N2 | 15 | i | -20
CN(CC(=O)Nc1ccc(Cl)cc1)C(=O)c1sccc1-c1ccccc1 | 16 | . | 4
NC(=O)C1CCN(c2nc(C3CC3)nc3c2nnn3Cc2ccccc2)CC1 | 13 | i | -40
NC(=O)CCn1c(=O)oc2ccccc21 | 14 | i | -3
CCn1cnc2cc(NCc3ccncc3)ccc21 | 1 | i | -11
NC(=O)CSc1nnc(Cn2c(=O)sc3ccccc32)n1CCc1ccccc1 | 6 | i | -15
NC(=O)COc1ccccc1C1=NO[C@@](CC(=O)O)(C(=O)Nc2ccc3c(c2)OCCO3)C1 | 2 | i | -15
O=C(NC1CCCCC1)c1ccc(Cl)c(NC(=O)c2ccccc2F)c1 | 23 | i | -17

The results go on.
structure | OX1R antag-2 | CHT allo act | OX1R antag-1
O=C(O)CCC(=O)OCC1CCCCC1 | 2 | i | -2
CCc1noc(C)c1C(=O)Nc1nc(-c2ccc(OC)cc2OC)cs1 | 21 | i | -18
CC(=O)Nc1cccc(/C(C)=N/NC(=S)NC(C)C)c1 | 7 | i | -13
CCOc1ccc(NC(=O)c2ccccc2OCC(=O)c2ccc(C)cc2)cc1 | 0 | i | -22
COc1ccc(C)cc1NC(=O)C1COc2ccccc2O1 (stereo unspecified) | 20 | i | -19
CCCC(C(=O)N(C)CC(=O)Nc1ccc(N2CCOCC2)cc1)c1ccccc1 (stereo unspecified) | 9 | i | -12
COc1ccccc1S(=O)(=O)NCc1ccc(C(=O)NC2CCC(O)CC2)cc1 (stereo unspecified) | 3 | . | -13
Cc1ccc(S(=O)(=O)NCC(=O)N2CCN(c3ccc(F)cc3)CC2)cc1 | 19 | i | -21
COc1ccc(OC)c(NC(=O)c2ccccc2N(C)S(=O)(=O)c2ccc(C)cc2)c1 | 5 | i | -20
O=c1cc(-c2ccc(Cl)cc2)[nH][nH]1 | 12 | i | -1
O=C(CN1C(=O)COc2ccc(Cl)cc21)NCC1CCCO1 (stereo unspecified) | 9 | i | -10
O=C(NCc1cccs1)c1csc2ccccc12 | -1 | i | -17
COCCN(C(=O)CCC(=O)Nc1ccccn1)C(C(=O)NC(C)(C)C)c1ccc(OC)cc1 (stereo unspecified) | 14 | i | -17
O=C(Nc1ncccn1)C12CC3CC(CC(C3)C1)C2 | 1 | i | -10
CCOC(=O)c1ccccc1NC(=O)CSc1ncc(C(=O)OCC)c(N)n1 | 26 | i | -11
COCCn1nnnc1C(c1ccc(Cl)cc1)N1CCSCC1 (stereo unspecified) | 2 | i | -14
O=C(NC1CC1)c1ccc(-c2ccccc2)cc1 | 9 | i | 1
Cn1ncc(Cl)c1C(=O)Nc1ccc2c(c1)OCO2 | 12 | i | -2
NC(=O)C1(N2CCCCC2)CCN(C(=O)NC2CCCCC2)CC1 | 2 | i | -1
CCOC(=O)NC(NCC(O)c1ccccc1)(C(F)(F)F)C(F)(F)F (stereo unspecified) | 10 | i | -7
S=C(NCC1CCCO1)N1CCN(c2nc(-c3ccc(Cl)cc3)cs2)CC1 (stereo unspecified) | 17 | i | -5
CCN1CCN(CCNC(=O)c2ccc3nc(-c4cccc(C)c4)c(-c4cccc(C)c4)nc3c2)CC1 | 11 | i | -19
N#CCNc1ccc([N+](=O)[O-])cc1C#N | 28 | i | -8
CCOCCCn1c(SCC(=O)NCc2ccco2)nc2c(sc3ccccc32)c1=O | 13 | i | -20
CCCN1CCC(=O)N([C@H](COc2ccccc2)Cc2ccccc2)CC1 | 15 | i | -34
Nc1cc(-c2ccccc2)ccc1O | 9 | i | -7
Cc1cc(C(=O)N2CCCC(N3CCN(c4cccc(C(F)(F)F)c4)CC3)C2)c(C)o1 (stereo unspecified) | 15 | i | -18
CCOC(=O)C(NC(=O)CC)(Nc1cc(C)on1)C(F)(F)F (stereo unspecified) | -5 | i | 12
CC(=O)OCC1OC(Sc2cccc3cccnc23)C(OC(C)=O)C(OC(C)=O)C1OC(C)=O (stereo unspecified) | 18 | i | 2
CC(C)(C)C(=O)NC(c1ccccc1)c1c(O)ccc2ccccc12 (stereo unspecified) | -1 | i | -29
CN(CC(=O)Nn1cnnc1)S(=O)(=O)c1ccc(Br)cc1 | 6 | i | -12
COc1ccc(OC)c(CN2C(=O)c3ccccc3C2C(=O)NCc2cccnc2)c1 (stereo unspecified) | 10 | i | -23
CN(C(=O)COC(=O)/C=C/c1ccc2ccccc2n1)c1c(N)n(Cc2ccccc2)c(=O)[nH]c1=O | 8 | . | -26
CC1CCN(c2ccc3c(c2)S(=O)(=O)c2cccc(C(=O)O)c2C3=O)CC1 | 8 | . | -2
S=c1[nH]nc(-c2ccc(Br)o2)n1Cc1ccccc1 | 15 | i | -5
C=C(C)[C@@H]1CC=C(CN2CCC(N3CCC(C(=O)N4CCCC4)CC3)CC2)CC1 | 3 | i | -25
Fc1cccc(CSc2nnc3c(n2)[nH]c2ccccc23)c1 | 11 | i | -14
Cc1cc(C)cc(N=Cc2[nH]c3ccc(Br)c(Cl)c3c2O)c1 | 16 | i | 6
CCOc1ccc(NC(=O)CN2C(=O)COc3ccc(S(=O)(=O)N4CCCCC4)cc32)cc1 | 12 | i | -19
O=C(Nc1ccccc1)Nc1ccc(NC(=O)c2ccccc2O)cc1 | 0 | i | -11
COC(=O)c1cccc(N(C(=O)c2ccco2)C(C(=O)NC2CCCC2)c2ccco2)c1 (stereo unspecified) | 29 | i | -11
Cn1c(=O)[nH]c(=O)c2c1nc(NCCCn1ccnc1)n2Cc1cccc(Br)c1 | 11 | i | -11
COc1cc(/C=N/Nc2nc(=O)[nH]nc2C)cc(OC)c1O | 11 | i | -24
O=C(Nc1cccc(NC(=O)c2ncn[nH]2)c1)c1cccc(Cl)c1 | 3 | i | -14
O=C(c1c[nH]c(C(=O)C(Cl)(Cl)Cl)c1)c1ccccc1Br | 9 | i | -2
Cc1ccc(S(=O)(=O)Nc2nc3ccccc3nc2N2CCOCC2)cc1 | 1 | . | 0
CCOc1ccc(/C=C2/SC(=O)NC2=S)cc1 | 34 | i | 2
CC(=O)NCc1ccc(S(=O)(=O)N/N=C/c2ccc(N(C)C)cc2)cc1 | 13 | i | -5
CCCCC(=O)Nc1cccc(NC(=O)c2ccccc2Br)c1 | 15 | i | -8
Cc1ccc(NC(=O)[C@H](C)NC(=O)C2CCN(C(=O)[C@H](CC(C)C)NC(=O)OC(C)(C)C)CC2)cc1 | 9 | i | -30
CN(C)/C=N/c1nc2nccc(-c3ccc(F)cc3)n2n1 | 16 | i | -1
O=c1c(/C=C(\O)c2ccc(F)cc2)nc2ccccc2n1-c1ccccc1 | 9 | i | -17

Structures shown so far that contain a tert-butyl group:
structure | OX1R antag-2 | CHT allo act | OX1R antag-1
C/C(=N\NC(=O)COc1ccc(C(C)(C)C)cc1)c1ccccc1 | 17 | i | -18
COCCN(C(=O)CCC(=O)Nc1ccccn1)C(C(=O)NC(C)(C)C)c1ccc(OC)cc1 (stereo unspecified) | 14 | i | -17
CC(C)(C)C(=O)NC(c1ccccc1)c1c(O)ccc2ccccc12 (stereo unspecified) | -1 | i | -29
Cc1ccc(NC(=O)[C@H](C)NC(=O)C2CCN(C(=O)[C@H](CC(C)C)NC(=O)OC(C)(C)C)CC2)cc1 | 9 | i | -30
